Screening data: PubChem, Southern Research Specialized Biocontainment Screening Center
tuberculosis growth: growth inhibition of non-replicating M. tuberculosis (AID 488890); inhibition, % at 25 µM, or IC50 in µM where a hit was titrated; hit rate 0.39% among 320,000; Mycobacterium tuberculosis non-replicating, growth inhibition; higher % means a stronger effect; in the data active = a potency from the dose series; inconclusive = inhibition mostly from about 82% at the one dose, without a potency; inactive = the rest, 99 in 100 with inhibition below about 76%;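 also: plate controls were DMSO cells for no effect and high antibiotic wells for full effect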
influenza NS1A: H1N1 influenza NS1A inhibitors, functional cell based assay (AID 504329); one-dose inhibition, % at 12.5 µM; IC50 in µM for titrated hits; hit rate 0.3% among 340,000; NS1A functional cell-based assay, percent inhibition; higher % means a stronger effect; in the data active = a potency from the dose series; inconclusive = inhibition above about 27% without an active follow-up result; also: strong numbers were not always called active
VEEV TC-83 Vero: inhibitors of VEEV TC-83 cytopathic effect, confirmation, Vero cells (AID 588727); Vero cells, VEEV TC-83 cytopathic effect inhibition; higher % means a stronger effect; hit rate 0.13% among 350,000; inhibition, % at 20 µM; hits with a dose series show IC50 in µM; in the data active = a potency from the dose series; inconclusive = inhibition mostly from about 14% at the one dose, without a potency; inactive = the rest, 99 in 100 with inhibition below about 12%; also: strong numbers were not always called active
H37Rv inhibition: M. tuberculosis growth inhibition, HTS (AID 449762). inhibition, % at 25 µM, or IC50 in µM where a hit was titrated. M. tuberculosis H37Rv growth inhibition, 7H9 media; higher % means a stronger effect. hit rate 0.59% among 330,000; in the data active = a potency from the dose series; inconclusive = inhibition above about 70% without an active follow-up result;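 also: bacterial growth assessed after seven days of incubation; strong numbers were not always called active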
Salmonella PhoP GFP: PhoP regulon inhibitors, Salmonella typhi PhoP promoter GFP reporter, confirmatory (AID 1850); Salmonella Typhi PhoP-promoter GFP reporter, fluorescence, 4 h; higher % means a stronger effect; inhibition, % at 50 µM; hits with a dose series show IC50 in µM; hit rate 0.33% among 310,000; in the data active = a potency from the dose series; inconclusive = inhibition mostly from about 25% at the one dose, without a potency; inactive = the rest, 99 in 100 with inhibition below about 19%;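 also: 0% = induced wells with vehicle and 100% = uninduced wells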
VEEV TC-83 Vero 10K pilot screen: also measured in VEEV TC-83 Vero; calls as there; inhibition, %; measured here: 10K pilot screen inhibition
An asterisk follows results filed as active; i = inactive; ? = inconclusive; . = not tested or not shown. An unsorted share of the library; overall some 1.4% were active at least once.

SMILES	tuberculosis growth	influenza NS1A	VEEV TC-83 Vero	H37Rv inhibition	Salmonella PhoP GFP	others
CCOC(=O)C(C)Sc1ccc2nnc(CCNS(=O)(=O)c3ccc(C)cc3)n2n1 (stereo not given)	1%	-6%	3.7%	2%	-7%
O=P(O)(CCc1ccccn1)CN1CCCCC1	-13%	-3%	0.4%	2%	5%
Cn1ncc(C(=O)Nc2ccc(Cl)cc2)c1C(F)(F)F	-15%	.	3.6%	-4%	-6%
C=C(C)C(=O)OCC(=O)NCc1ccccc1	-5%	1%	1.2%	2%	8%
O=C(CN1CCCCC1)c1ccc(F)cc1	-12%	-9%	0.6%	4%	1%
CC(C)(C)Sc1ccc(/C=N/O)cc1[N+](=O)[O-]	12%	9%	2.9%	6%	-1%
COCCn1c(N)c(N(Cc2ccccc2)C(=O)c2ccc(-c3ccc(Cl)cc3)o2)c(=O)[nH]c1=O	22%	11%	9.5%	3%	7%
CCOC(=O)c1ccc(NC(=S)N2CCN(CCN=CC3=C(O)CC(c4ccccc4)CC3=O)CC2)cc1 (stereo not given)	50%	.	7.0%	-4%	3%
CCC1CCCCN1Cc1c(O)ccc2c(=O)c(-c3ccccc3OC)coc12 (stereo not given)	4%	10%	1.9%	5%	-3%
Cc1nn(-c2cc(C)c3ccccc3n2)c2c1CCC2	21%	-2%	2.8%	-5%	-10%	VEEV TC-83 Vero 10K pilot screen=1.0
Cc1ccc(NC(=O)C2C3CCC(O3)C2C(=O)O)cc1C (stereo not given)	0%	-2%	0.4%	6%	2%
Cc1cc(C(=O)COc2ccc3ccc(=O)oc3c2)c(C)n1Cc1cccs1	69%	0%	2.8%	32%	-8%
CC(=O)O[C@H]1C(=O)[C@]2(C)[C@H]([C@H](OC(=O)c3ccccc3)[C@]3(O)C[C@H](OC(=O)[C@H](O)[C@@H](NC(=O)c4ccccc4)c4ccccc4)C(C)=C1C3(C)C)[C@]1(OC(C)=O)CO[C@@H]1C[C@@H]2O	49%	0%	8.1%	25%	0%
CC(OC(=O)c1ncc(Cl)c(Cl)c1Cl)C(=O)NC1CCCCC1C (stereo not given)	55%	-15%	1.3%	9%	7%
NC(=O)C1=C[C@H](c2coc3ccccc3c2=O)C[C@H](OCc2ccc(CO)cc2)O1	4%	2%	0.3%	-5%	0%

Structures shown so far containing a Cl atom (three):
SMILES	tuberculosis growth	influenza NS1A	VEEV TC-83 Vero	H37Rv inhibition	Salmonella PhoP GFP	others
Cn1ncc(C(=O)Nc2ccc(Cl)cc2)c1C(F)(F)F	-15%	.	3.6%	-4%	-6%
COCCn1c(N)c(N(Cc2ccccc2)C(=O)c2ccc(-c3ccc(Cl)cc3)o2)c(=O)[nH]c1=O	22%	11%	9.5%	3%	7%
CC(OC(=O)c1ncc(Cl)c(Cl)c1Cl)C(=O)NC1CCCCC1C (stereo not given)	55%	-15%	1.3%	9%	7%

(list continues)
SMILES	tuberculosis growth	influenza NS1A	VEEV TC-83 Vero	H37Rv inhibition	Salmonella PhoP GFP	others
CC1(C)CC(N2CCN(Cc3ccccc3)CC2)=CC(=[N+]2CCCCC2)C1	39%	8%	3.0%	-13%	13%
Cc1ccc(NC(=O)c2cnccn2)cc1S(=O)(=O)N(C)C	-2%	2%	0.1%	-2%	-5%
Cc1cccc(C(=O)NC2CCN(C(=O)Nc3ccccc3C)CC2)c1	13%	-9%	0.1%	8%	-29%
COc1ccc(S(=O)(=O)N(CC(=O)NCc2ccncc2)Cc2ccccc2)cc1	-12%	8%	i	2%	-4%
O=C1C2C(c3ccccc3)CC=CC2[C@H](c2cccc([N+](=O)[O-])c2)N1Cc1ccccc1 (stereo not given in full)	17%	7%	1.6%	3%	6%
CC1CCCCC12NC(=O)N(CC(=O)N1CCN(S(=O)(=O)/C=C/c3ccccc3)CC1)C2=O (stereo not given)	77%	-6%	i	-5%	.
OCCCNc1nc(-c2ccc(Br)cc2)nnc1-c1ccc(Cl)cc1	76%	0%	9.1%	?	-4%
Cc1cc(C)cc(NC(=O)Oc2ccccc2N2CCCCC2)c1	44%	0%	1.2%	6%	-1%
COc1cc(S(=O)(=O)NCc2ccccc2Cl)ccc1-n1cnnn1	13%	3%	2.4%	-9%	4%
Cc1ccc2c(cnn2C(=O)CCC(=O)N2CCCCC2)c1	20%	26%	2.2%	-11%	-3%
CC(NS(=O)(=O)c1ccc(Br)cc1)C(=O)NCc1ccco1 (stereo not given)	2%	-10%	i	-9%	-4%
NC(=O)c1ccc(NC(=O)COC(=O)c2cc3ccccc3cc2O)cc1	15%	0%	i	2%	.
Cc1ccc([C@H]2C(C(=O)O)=CC[C@@H](c3ccc4c(c3)OCO4)N2S(=O)(=O)c2ccc(C)cc2)cc1	21%	18%	0.9%	6%	.
CC(OC(=O)c1ccc2ncsc2c1)C(=O)N1CCCC1 (stereo not given)	-6%	.	.	5%	10%
Cc1c(Cc2ccc3c(c2)OCO3)sc(NC(=O)c2cccc3ccccc23)c1C(N)=O	0%	5%	10%	37%	-8%

Among those listed so far, these have a COOH group:
SMILES	tuberculosis growth	influenza NS1A	VEEV TC-83 Vero	H37Rv inhibition	Salmonella PhoP GFP	others
Cc1ccc(NC(=O)C2C3CCC(O3)C2C(=O)O)cc1C (stereo not given)	0%	-2%	0.4%	6%	2%
Cc1ccc([C@H]2C(C(=O)O)=CC[C@@H](c3ccc4c(c3)OCO4)N2S(=O)(=O)c2ccc(C)cc2)cc1	21%	18%	0.9%	6%	.

Reprinted at random: three records from the list
SMILES	tuberculosis growth	influenza NS1A	VEEV TC-83 Vero	H37Rv inhibition	Salmonella PhoP GFP	others
O=C(CN1CCCCC1)c1ccc(F)cc1	-12%	-9%	0.6%	4%	1%
Cn1ncc(C(=O)Nc2ccc(Cl)cc2)c1C(F)(F)F	-15%	.	3.6%	-4%	-6%
NC(=O)c1ccc(NC(=O)COC(=O)c2cc3ccccc3cc2O)cc1	15%	0%	i	2%	.

(continued)
SMILES	tuberculosis growth	influenza NS1A	VEEV TC-83 Vero	H37Rv inhibition	Salmonella PhoP GFP	others
C[C@H](NC(=O)c1nc[nH]c1C(=O)N[C@H](C)c1ccccc1)C(=O)OC(C)(C)C	73%	-8%	5.4%	-3%	-17%
C=CC[n+]1c(-c2ccc(C)cc2)csc1Nc1c(C)n(C)n(-c2ccccc2)c1=O	25%	-4%	3.7%	2%	17%
CC1=C(C(=O)N(C)C)C(c2ccccc2OC(F)F)NC(=O)N1 (stereo not given)	-10%	0%	2.7%	-8%	0%
CC(C)(C)n1ncc2c(=O)n(CC(=O)N3CCN(c4ccccc4)CC3)cnc21	.	2%	1.3%	.	.
N=c1c2ccccc2nnn1-c1cccc(C(F)(F)F)c1	2%	6%	0.3%	3%	1%	VEEV TC-83 Vero 10K pilot screen=0.8
CN(C)c1nc(-c2ccccc2)c2cc(Cl)ccc2n1	10%	-35%	1.2%	1%	0%
COc1cc2c(cc1OC)CN(CC(=O)NC(=O)NC1CCCCC1)CC2	6%	1%	0.8%	0%	17%
COc1ccc(-c2[nH]ncc2CN2CCC(c3ccncc3)CC2)cc1F	-9%	5%	0.6%	-7%	2%
C=CCc1ccc(OCCOc2cccc3cccnc23)c(OC)c1	60%	-3%	1.2%	9%	-8%
CC(=O)Nc1ccc(NC(=O)CSc2ncc(C(=O)Nc3ccc(Cl)cc3)c(=O)n2C)cc1	-5%	-3%	4.3%	-2%	0%
COc1ccc(C(=O)/C=C2/C(=O)Nc3ccccc32)cc1OC	58%	9%	i	68%	-3%
Cc1cnn(CCC(=O)NNC(=S)NCC(C)C)c1	-3%	2%	1.4%	8%	-1%
Cc1ccc2nc(C)c(C(=O)O)cc2c1	0%	4%	i	7%	-12%	VEEV TC-83 Vero 10K pilot screen=0.2
Cc1ccc(-n2c(SCC(=O)NCc3ccco3)nc3sc4c(c3c2=O)CC(C)(C)SC4)cc1	1%	5%	i	10%	-1%
COc1ccc(S(=O)(=O)NC(C)c2ccccc2)cc1C(=O)N1CCCCC1 (stereo not given)	7%	19%	0.4%	-4%	4%

The last six records of the section before come first, to join the parts.
SMILES	tuberculosis growth	influenza NS1A	VEEV TC-83 Vero	H37Rv inhibition	Salmonella PhoP GFP	others
CC(=O)Nc1ccc(NC(=O)CSc2ncc(C(=O)Nc3ccc(Cl)cc3)c(=O)n2C)cc1	-5%	-3%	4.3%	-2%	0%
COc1ccc(C(=O)/C=C2/C(=O)Nc3ccccc32)cc1OC	58%	9%	i	68%	-3%
Cc1cnn(CCC(=O)NNC(=S)NCC(C)C)c1	-3%	2%	1.4%	8%	-1%
Cc1ccc2nc(C)c(C(=O)O)cc2c1	0%	4%	i	7%	-12%	VEEV TC-83 Vero 10K pilot screen=0.2
Cc1ccc(-n2c(SCC(=O)NCc3ccco3)nc3sc4c(c3c2=O)CC(C)(C)SC4)cc1	1%	5%	i	10%	-1%
COc1ccc(S(=O)(=O)NC(C)c2ccccc2)cc1C(=O)N1CCCCC1 (stereo not given)	7%	19%	0.4%	-4%	4%
CC(C)NS(=O)(=O)c1ccc2c(c1)oc(=O)n2C	-37%	-1%	0.6%	-7%	-7%
CCC(=NC(CC)CO)C1=C(O)CC(C)(C)CC1=O (stereo not given)	-16%	0%	0.1%	-6%	-13%
Cn1cccc1/C=N/n1cnnc1	2%	4%	0.1%	2%	2%
C#CCSc1nnc(-c2ccc([N+](=O)[O-])cc2)o1	<0.1µM*	3%	0.1%	?	-6%
O=C(OCC(=O)N1CCN(C(=O)c2ccco2)CC1)c1cccc(O)c1	15%	17%	3.6%	10%	-9%
CNC(=O)NC(O)C(Cl)(Cl)Cl (stereo not given)	-7%	-1%	2.9%	-7%	-3%
Cn1cc(Br)c(C(=O)Nc2sc3c(c2C(N)=O)CCCC3)n1	22%	8%	12%	-3%	-2%
CCOC(=O)C(CC)(CC)C(=O)/C=C/c1ccc(OC)cc1	1%	-10%	1.6%	-3%	-11%
CCOc1ccccc1NC(=O)CC1SC(=N)N(c2ccccc2)C1=O (stereo not given)	-9%	.	.	2%	4%
COc1ccc(N=C2C(=O)N3CCCc4cccc2c43)cc1	19%	-2%	2.8%	?	-1%
Cc1ccc(NC(=O)N2CCCN(Cc3ccc(F)cc3)C2)cc1C	77%	10%	i	4%	-1%
CCc1ccc(NC(=O)CNC(=O)c2nn(-c3ccc(OC)cc3)c(=O)c3ccccc23)cc1	-1%	5%	4.0%	2%	4%
Cc1ccc(S(=O)(=O)N2CCOC2CNC(=O)C(=O)NCc2ccccn2)cc1 (stereo not given)	-5%	-6%	1.9%	-11%	-1%
CCOc1ccc(CCNC(=O)COC(=O)CSc2ccc(C)cc2)cc1OCC	.	-9%	1.6%	.	.
COc1ccc(-c2cccc(C(=O)Nc3ccc(C)cc3)c2)cc1	-9%	-5%	0.6%	-2%	-6%
O=c1oc2cc(S(=O)(=O)NCCCO)ccc2c2ccc(S(=O)(=O)NCCCO)cc12	-22%	-3%	0.3%	-8%	0%
C[C@H](NC(=O)C1CCN(S(=O)(=O)c2ccccc2)CC1)C(=O)NCc1ccccc1	13%	5%	0.6%	3%	-14%
Cc1cc(Cl)ccc1OC(C)C(=O)NNC(=O)C1CCCCC1C(=O)O (stereo not given)	-9%	14%	0.9%	2%	-3%
NC(=O)c1cc2ccncc2c2ccccc12	-8%	-5%	1.4%	-1%	4%
N/C(CC(=O)NC1CCCCC1)=N\OCC(=O)Nc1ccc(Cl)c(Cl)c1	15%	-13%	1.1%	-7%	12%
COc1ccc(S(=O)(=O)N(C)C)cc1NC(=O)CN1CCN(C(=O)C2CC2)CC1	-11%	-5%	0.2%	-1%	.
Cc1ccc(NC(=O)Cn2nnc3ccccc32)c(C)c1	-17%	-2%	i	-5%	3%
CC(C)C[C@H](N)c1cn([C@@H](Cc2cc3ccccc3[nH]2)C(=O)N2CCNCC2)nn1	37%	3%	0.5%	4%	3%
